# CHRM5 agonist = CHRM5 agonism in calcium assay; P08912; CHO-K1 hM5 cells, Fluo-8 calcium fluorescence; 0% DMSO wells, 100% maximal acetylcholine response; activation, % at 3 µM; 0.19% of 360,000 active; AID 624037;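 active = activation above the run's mean over test compounds plus 3 SD, cut at about 23% in these data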;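 also: signal is peak over basal fluorescence ratio across the kinetic read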
# CHRM4 PAM = potentiates acetylcholine response at human M4 receptor; P08173; CHO-K1 hM4/Gqi5, Fluo-8 calcium fluorescence, ACh EC20; 0% = ACh EC20, 100% = maximal ACh; activation, % at 3 µM; 0.4% of 360,000 active; AID 624126;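 active = activation above its plate's cutoff, the mean activation of sample wells plus 3 SD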; also: some results filed as inactive read as strong as hits
# Target sequence (P08173 whole entry, looked up): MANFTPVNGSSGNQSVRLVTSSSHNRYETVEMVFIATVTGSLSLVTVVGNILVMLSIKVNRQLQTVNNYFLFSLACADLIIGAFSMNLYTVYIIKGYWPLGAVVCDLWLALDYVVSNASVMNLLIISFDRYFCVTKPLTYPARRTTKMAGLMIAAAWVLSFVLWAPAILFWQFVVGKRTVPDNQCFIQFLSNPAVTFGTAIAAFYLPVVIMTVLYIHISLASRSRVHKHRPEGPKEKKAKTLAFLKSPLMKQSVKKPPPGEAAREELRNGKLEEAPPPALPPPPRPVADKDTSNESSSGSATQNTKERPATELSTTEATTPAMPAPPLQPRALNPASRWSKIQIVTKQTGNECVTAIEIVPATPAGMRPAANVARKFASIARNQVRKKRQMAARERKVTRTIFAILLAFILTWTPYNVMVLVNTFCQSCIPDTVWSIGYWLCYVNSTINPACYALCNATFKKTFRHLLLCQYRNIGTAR
# CHRM1 antagonist = blocks human M1 muscarinic receptor | AID 588852 | inhibition, % at 3 µM | P11229 | 1.3% of 360,000 active | CHO-K1 hM1, Fluo-8 calcium fluorescence, ACh EC80 antagonist;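 active = percent inhibition above its own plate's cutoff, namely the mean of that plate's compound wells plus 3 SD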;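 also: peak over basal fluorescence ratio during 140 s after agonist addition; 0% = ACh EC80 plus DMSO and 100% = DMSO alone without agonist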
# Target sequence (P11229 whole entry, looked up): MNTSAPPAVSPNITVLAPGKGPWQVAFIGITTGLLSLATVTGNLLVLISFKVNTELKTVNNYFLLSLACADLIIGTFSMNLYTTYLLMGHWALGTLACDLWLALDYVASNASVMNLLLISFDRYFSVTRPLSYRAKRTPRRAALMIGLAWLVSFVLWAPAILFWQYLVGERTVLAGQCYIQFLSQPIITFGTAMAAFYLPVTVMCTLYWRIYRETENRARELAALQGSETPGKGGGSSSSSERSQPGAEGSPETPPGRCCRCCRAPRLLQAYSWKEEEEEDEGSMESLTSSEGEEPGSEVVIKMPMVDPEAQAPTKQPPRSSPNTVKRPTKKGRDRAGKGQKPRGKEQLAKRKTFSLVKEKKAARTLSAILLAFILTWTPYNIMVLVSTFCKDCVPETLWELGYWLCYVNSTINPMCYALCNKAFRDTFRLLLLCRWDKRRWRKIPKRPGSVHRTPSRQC
# CHRM5 antagonist = CHRM5 antagonism in calcium assay | P08912 | AID 624040 | CHO-hM5 cells, Fluo-8 calcium fluorescence, ACh EC80 | inhibition, % at 3 µM | 0.59% of 360,000 active;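 active = inhibition above a per-plate cutoff, the mean of that plate's test compounds plus 3 SD, cut at about 27% in these data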;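 also: 0% = acetylcholine EC80 with DMSO and 100% = DMSO without agonist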
# M5 PAM = CHRM5 positive allosteric modulation; CHO-K1 hM5, Fluo-8 calcium, ACh EC20 PAM; 0% = ACh EC20, 100% = ACh EC100; activation, % at 3 µM; 0.3% of 360,000 active;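 active = activation above the run cutoff, the mean activation of all test compounds plus 3 SD, cut at about 18% in these data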
#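 System: CHO-K1 hM5 cells. Reagent: acetylcholine, EC20 level. Compound dosing: single dose, 3 µM nominal final test concentration. Timing: Post-acetylcholine fluorescence recording 140 s. Detection: Fluo-8 calcium fluorescence. Read-out: % activation, ACh-normalized. Benchmarks: ACh EC20 and EC100 wells. Repeats: singlicate, one well per test compound.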
# CHRM4 antagonist = blocks acetylcholine activation of human M4 receptor. CHO-hM4 cells, ACh EC80, Fluo-8 calcium fluorescence. inhibition, % at 3 µM. 0.73% of 360,000 active. AID 624125;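 active = inhibition above its plate's cutoff, the mean inhibition of sample wells plus 3 SD, cut at about 27% in these data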;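 also: 0% = acetylcholine EC80 with DMSO and 100% = DMSO without agonist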
# CHRM4 agonist = agonists of human muscarinic M4 receptor (CHRM4); P08173; CHO-K1 hM4/Gqi5, Fluo-8 calcium fluorescence; vehicle 0%, full acetylcholine response 100%; activation, % at 3 µM; 0.14% of 360,000 active; AID 624127;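 active = activation above the run mean over all test wells plus 3 SD, cut at about 32% in these data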;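 also: peak over basal fluorescence ratio per well then scaled between controls; 0% = DMSO wells and 100% = acetylcholine at EC100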
# CHRM1 PAM = human CHRM1 positive allosteric modulation. P11229. CHO-K1 hM1, Fluo-8 calcium fluorescence, ACh EC20; 0% = ACh EC20, 100% = maximal ACh. activation, % at 3 µM. 0.088% of 360,000 active. AID 588819; in the data active = activation above about 19%, passing the limit was not always enough
# CRFBP-R2 agonist = CRF-BP/CRF-R2 complex agonism | HEK293 CRF-R2/CRF-BP, calcium dye fluorescence (FLIPR); percent of saturating CRF peptide response | activation, % at 13.2 µM | 0.46% of 350,000 active | AID 588473;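 active = activation of at least 50%, plus an integration ratio under a set limit after plate pattern correction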;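 also: plate controls were neutral control wells without compound for no effect and CRF at EC100 for full effect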
# The depositor's hits bear a star; . = no result given.
mol	CHRM5 agonist	CHRM4 PAM	CHRM1 antagonist	CHRM5 antagonist	M5 PAM	CHRM4 antagonist	CHRM4 agonist	CHRM1 PAM	CRFBP-R2 agonist
CCOc1ccc(NC(=S)N2CCCC2)cc1	-2.7	-1.2	-3.2	3.0	-3.3	5.3	0.9	4.3	0.5
Cc1onc(-c2ccccc2)c1C(=O)n1cccn1	-3.1	4.7	8.2	-7.8	-19.7	-9.2	0.3	-3.6	1.3
COc1cc(C(=O)N2CC(=O)Nc3ccccc32)cc(OC)c1OC	2.5	1.6	0.9	9.4	0.7	-10.3	0.8	3.1	-0.4
CC1CCCC(NC(=S)Nc2ccc(SC(F)F)cc2)C1C (stereo not given)	2.8	-13.7	43.5	30.7*	-15.5	13.5	10.4	-22.0	12.1
O=C1N/C(=C\c2ccc(O)cc2)C(=O)c2ccccc21	4.0	10.0	1.6	-9.4	6.5	-6.7	3.2	1.9	15.1
Cc1ccc(CNC(=O)CC2(CC3=NS(=O)(=O)c4ccccc4N3)CCCC2)cc1	6.0	-14.0	16.6	14.3	-16.5	-4.1	20.6	-8.5	0.0
Cc1nn(-c2ccccc2)c(C)c1/C=C/C(=O)OCC(=O)N(C)C1CCS(=O)(=O)C1 (stereo not given)	0.1	0.6	0.2	4.2	-4.6	3.2	1.7	-0.9	1.1
COc1cc(CN2CCNC(=O)C2CC(=O)N(C)CCC2CCOCC2)cc(OC)c1 (stereo not given)	-4.5	5.5	-15.9	6.7	-1.6	-28.3	1.8	11.4	0.2
CC(=O)CCc1ccc(OCC(O)CNCCOc2ccc(C)cc2)cc1 (stereo not given)	-2.8	-8.9	3.3	6.6	2.8	-0.3	5.4	-0.2	3.5
Cc1ccc(S(=O)(=O)N2CCOCC2)cc1NC(=O)COC(=O)/C=C/c1ccco1	1.3	6.7	-6.4	13.8	0.3	-0.6	1.2	8.6	-0.1
CN(C)c1ccc(CNC(=O)C2CCN(S(=O)(=O)c3ccc4c(c3)oc(=O)n4C)CC2)cc1	-3.2	0.4	7.2	14.8	-2.9	2.7	-0.2	-2.9	0.6
O=C(Nc1cc(=O)[nH]c(=O)[nH]1)c1cccc(C(F)(F)F)c1	-2.3	4.0	-4.9	-1.4	1.2	0.6	0.7	3.7	-0.6
Cc1ccc(-c2nnn(CC(=O)N3CCCCC3)n2)c(-n2cnnn2)c1	-1.9	1.9	-16.9	-3.9	6.3	1.8	1.6	12.8	0.0
COc1cc(OC)c(NC2=NCCCCC2)cc1Cl	-5.8	-12.1	25.7	2.7	-10.4	15.6	-0.8	-13.5	-0.6
COc1cc2c(cc1OC)CN(c1ncccc1[N+](=O)[O-])CC2	-0.6	-1.9	3.5	8.7	-2.7	-5.5	1.4	2.8	0.1
COc1cc2c(cc1OC)C(SC)=NC1(CCCC1)C2	-1.9	-2.2	-4.8	-0.6	-5.4	0.0	0.6	2.5	-0.9
CCOc1ccc(C(=O)NCCNC(=O)c2ccc(OCC)cc2)cc1	-2.3	-0.9	-14.6	14.6	-5.8	3.6	-0.8	6.5	-0.8
CCOC(=O)COc1ccc2c(=O)cc(-c3ccccc3)oc2c1	-2.8	7.8	-10.2	11.9	6.7	-0.9	1.6	6.6	-2.0
CN1CCc2c(sc(/N=C/c3ccco3)c2C(N)=O)C1	-7.5	-0.5	-9.0	-7.7	3.5	1.5	0.6	7.0	21.6
CSc1ccccc1N1CCN(C(=O)Nc2ccc3c(c2)NC(=O)CO3)CC1	-4.9	-1.4	-8.0	14.6	-8.5	-0.6	5.5	0.7	-0.2
CC(C)N1CCNCC1	-1.4	-2.3	5.0	-2.5	-2.6	6.7	0.4	-5.3	-0.5
Cc1ccc(NC(=O)c2ccccc2O)cc1	-0.2	0.2	3.7	3.4	-10.2	-10.6	9.1	1.9	-2.9
CN(CC(=O)Nc1ccccc1Cl)C(=O)COC(=O)c1ccc(C(F)(F)F)cc1	-0.9	14.5	-10.6	-5.1	15.4	-24.8	0.7	11.6	-3.3
COCCCNc1nc2nonc2nc1N1C[C@H]2CC[C@H]1C2	-3.2	-4.2	-4.4	-10.7	-0.8	6.2	1.1	9.7	0.4
O=C(Cc1cccs1)Nc1ccon1	-2.3	6.9	-1.8	5.4	-1.0	1.6	0.0	1.4	2.5
COc1ccc(C(=O)/C=C/c2ccc(OC)cc2OC)c(O)c1	2.9	4.0	-9.2	-3.0	-1.3	-18.5	0.9	0.3	0.7
CC(C)(C)OC(=O)NCc1ccc(CNC(=O)c2ncn(Cc3ccccc3)c2C(=O)NCc2ccc(CNC(=O)OC(C)(C)C)cc2)cc1	3.8	12.6	-10.3	0.3	7.5	-4.3	0.8	9.4	3.8
CN(c1ccc(OC(=O)CN2C(=O)NC3(CCCC3)C2=O)cc1)S(=O)(=O)c1ccccc1	8.5	4.7	-5.8	1.4	-4.2	2.1	10.3	7.0	-1.6
Cc1cc(C)nc(NS(=O)(=O)c2ccc(NC(=O)c3ccc4c(c3)OCO4)cc2)n1	-3.0	2.7	-2.1	-1.9	-2.2	4.5	0.2	2.0	-0.1
O=C(CCN1C(=O)/C(=C\c2ccc(F)cc2)SC1=S)Nc1ccc(O)cc1	-1.0	0.6	-4.9	-1.5	-4.1	0.3	2.9	5.7	-2.2
COc1cc(NC(=O)COc2ccc(-n3ccnc3)cc2)cc(OC)c1	2.7	-8.8	-10.3	11.1	-9.7	7.5	6.9	7.6	0.0
CCSC1=NCCN1C(=O)C(C)(C)Oc1ccc(Cl)cc1	3.1	2.8	-0.7	2.6	3.6	-2.6	0.8	6.2	-3.5
O=C(NCc1ccco1)c1cccc(-c2cncc3nccn23)c1	1.5	4.0	-4.4	12.0	0.3	1.6	0.2	1.3	.
COCC(=O)Nc1ccccc1C(=O)NC(C)C	0.0	8.7	-6.2	-1.1	-2.8	6.3	0.4	3.9	0.9
COC(=O)c1ccc(C(=O)OC)c(NS(=O)(=O)c2ccc(NC(C)=O)cc2)c1	3.7	-1.1	3.5	3.5	-9.0	4.7	10.4	-3.6	1.2
Cc1c(S(=O)(=O)N2CCN(C(=O)c3ccco3)CC2)c(=O)n(C)c(=O)n1C	1.2	-2.1	-2.3	-0.2	-3.5	-9.8	0.7	1.3	6.2
Cc1cc(N/C=C\c2nnnn2-c2ccccc2)no1	-2.5	1.9	1.9	0.2	-2.4	7.9	1.4	-2.0	-6.0
O=C(CCc1nnc(CCCCc2ccccc2)o1)N1CCN(CCO)CC1	1.2	2.8	-14.2	-16.9	14.5	1.3	1.1	2.6	0.2
CC(=O)c1cc2c(cc1NC(=O)CCNC(=O)c1ccccc1Cl)OCO2	3.0	2.3	-22.6	-6.4	4.8	-3.9	3.2	9.3	-4.4
COc1ccc(CCN2CCCn3c2nc2c3c(=O)n(CC(C)C)c(=O)n2C)cc1OC	3.3	-7.2	5.4	7.6	-13.4	1.9	15.2	-10.6	-1.3
O=C(N/N=C\c1cc(Br)c(Br)o1)C1COc2ccccc2O1 (stereo not given)	-3.0	-2.0	-11.3	17.0	-7.8	0.4	0.2	9.3	0.4
COc1cccc(C=Nc2ccc(N3CCOCC3)cc2)c1O	-1.4	-4.2	-6.1	9.5	-3.6	-3.7	1.9	7.9	0.3
CN(C)S(=O)(=O)c1cccc(NC(=S)Nc2ccc3cn[nH]c3c2)c1	-0.4	1.4	-2.8	11.3	-0.9	-0.9	0.6	5.0	-0.5
CC(C)C[C@@H](CN)NC(=O)c1nc[nH]c1C(=O)N[C@@H](Cc1c[nH]c2ccccc12)C(=O)CNC[C@H](C)NC(=O)c1nc[nH]c1C(=O)N[C@@H](C)C(=O)O	1.0	-0.9	-10.0	-9.0	0.2	5.3	0.2	3.6	-1.8
Cc1ccc2[nH]c(=O)c(-c3noc(CC(C)C)n3)cc2c1	3.1	10.8	-4.6	-9.1	11.1	9.3	-1.0	10.0	1.6
Cn1c(=O)c2c(ncn2Cc2ccc(Cl)cc2)n(C)c1=O	4.3	-4.5	0.7	-0.2	-5.8	7.0	3.0	2.4	-1.2
CCc1ccc(C(C(=O)NC(C)(C)CC)N(Cc2ccco2)C(=O)Cn2nnc3ccccc32)cc1 (stereo not given)	-2.5	-1.4	-11.3	1.6	-3.1	-5.4	-0.3	-10.1	1.8
N#Cc1cc(C(=O)c2ccccc2O)cn(-c2nccs2)c1=O	68.0*	-15.6	30.8	28.3*	-20.6	36.3*	70.8*	-23.6	238.8*
CCN(CC)C(=O)COc1ccc(N(C)S(=O)(=O)c2ccc(NC(C)=O)cc2)cc1	-0.5	8.2	-3.8	4.4	-1.2	7.2	2.0	4.9	0.1
COCCNC(=O)C1(C)CCCN(C(=O)c2ccccc2)C1 (stereo not given)	0.2	0.5	-8.6	2.5	-6.4	5.2	0.6	7.1	.
CCNC(=O)C1CCCN(C(=O)c2ccc(C(=O)OC)cc2)CC1 (stereo not given)	0.3	3.7	-15.3	-8.9	4.5	-2.4	0.1	5.3	.
CC(=O)N1N=C(c2ccc(NS(C)(=O)=O)cc2)CC1c1ccc2nccnc2c1 (stereo not given)	-0.7	6.5	-3.5	5.8	0.8	-15.9	0.7	2.4	-1.8
O=C(OCc1nnc(-c2ccccc2)o1)c1cc2ccccc2cc1O	1.3	-5.9	3.4	-2.8	-1.1	-6.2	3.8	-6.0	1.3
COc1ccc(/C=N/NC(=O)c2c(C)n(C)c3ccc(OC)cc23)c(OC)c1	0.5	-2.6	-7.6	7.2	-6.2	2.9	1.9	6.3	-1.4
C#CCOC(=O)c1ccccc1C(=O)OCC#C	-3.8	14.6	-46.4	-1.9	8.0	-4.6	0.5	13.7	-2.3
COc1ccc(N(CC(=O)NCc2ccncc2)S(=O)(=O)c2ccc(C)c([N+](=O)[O-])c2)cc1	-6.4	0.5	-4.0	-0.1	2.5	-0.3	3.5	4.4	-4.5
C=CCOC(=O)c1ccc(-n2cnc(C)n2)nc1	0.7	3.3	5.7	8.1	-8.7	-3.7	0.9	-5.5	1.7
CCOC1CCc2c(C)nc(N)nc2S1 (stereo not given)	-6.1	-4.7	10.3	8.3	-3.7	5.6	1.9	2.3	-0.8
CSc1ccccc1C(=O)Nc1cc(C)cc(C)c1	-10.0	9.3	-3.0	1.5	5.7	6.1	-0.2	8.0	-1.6
Cc1ccccc1-n1c(=S)[nH]c2nc3c(cc2c1=O)CCCC3	1.7	2.7	8.8	0.5	-1.2	-7.4	2.1	-2.4	1.2
Cc1nc2ccccc2n1CCC(=O)Nc1cccc(F)c1	-0.2	-0.1	-17.0	-1.6	-3.5	-15.9	4.0	2.9	-2.5
CCN1CCCC1CNC(=O)c1cc(OC)c(OC)c(OC)c1 (stereo not given)	-4.3	-0.5	5.5	-5.0	1.5	-4.4	0.1	-1.5	0.7

# Compound activity as filed in PubChem.
